FUS suppressor – qHTS for Suppressors of FUS Proteinopathy: Primary screen using FUS-linked yeast assay; S. cerevisiae FUS-expressing, growth rescue, OD600, 24 h; Potency, µM (doses to about 76.6 µM), for inactives: at the highest dose growth rescue (activation), hits mostly activators; actives 0.24% (n = 390,000); AID 1347120, 2019;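 further: potency means the concentration at half of the fitted maximal effect; plate controls were DMSO vehicle for no effect and reference control for full effect; nearly all actives have a fitted effect of over 55% in size; some results filed as inactive show a strong effect at the top dose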
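Yeast FUS proteinopathy model; galactose-induced FUS (2%), starting OD 0.005. Cpds in dilution series, 24hr, 30C, 99% humidity. Abs 600 nm growth. Pos ctrl CP55940 (top 92uM final); neg ctrl DMSO.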
pAkt inh – HTS Assay for Inhibitors of Akt Phophorylation: Primary Screen; Neuro2A IGF-stimulated pAkt S473 HTRF, 20 min; hits give low values; activity change, % for hits at 50 µM; actives 0.32% (n = 360,000); AID 651550, 2012; in the data active means activity change below about -80%; inconclusive means mostly about -51% to -80%; further: on the % scale 0 is the no-effect control and ±100 the full control effect
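Neuro2A cells in DMEM with 0.5% FBS, overnight at 37 deg C, given compound at single 50 µM final, then IGF (6 nM final) for 20 min at 37 deg C. Lysed; phospho-Akt Ser473 by HTRF after 24 h, 665/615 ratio.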
TDP-43 yeast inh – qHTS of TDP-43 Inhibitors; TDP-43 expressing yeast growth rescue, BacTiter-Glo, 24 h; Potency, µM (highest dose often 46.1 µM), for inactives: at the top dose growth rescue (activation), actives largely listed as activators; actives 1.8% (n = 410,000); AID 652104, 2013; further: potency means the concentration at half of the fitted maximal effect; % of control where 0% means no effect; nearly all actives have a fitted effect of over 50% in size
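Growth rescue of TDP-43-toxic yeast measured as ATP luminescence (BacTiter-Glo). Cells grown to mid-log in raffinose, induced in galactose at OD600=0.02, exposed to compound 24 hr at 30 deg C.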
aSyn yeast inh – qHTS of alpha-syn Inhibitors; Potency, µM (titrated, usually from 46.1 µM), inactives show at the highest dose growth rescue (activation), most hits filed as activators; Yeast expressing alpha-synuclein, growth rescue, BacTiter-Glo, 24 h; actives 0.14% (n = 370,000); AID 652106, 2013; further: potency means the concentration at half of the fitted maximal effect; % of control where 0% means no effect; nearly all actives have a fitted effect of over 65% in size
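Galactose-induced alpha-syn yeast (OD600=0.02, raffinose-pregrown) + pinned cpd, 24 hr, 30 deg C; growth by BacTiter-Glo luminescence. Growth restoration scores as activation.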
Abeta rescue – qHTS for compounds that reverse cellular toxicity of Amyloid beta (A-beta) peptide in yeast: Primary Screen. yeast expressing A-beta42, growth rescue, OD600, 48 h; response scale: 0% DMSO, 100% iron-clioquinol control. Potency, µM (highest dose often 46.1 µM), for inactives: at the highest dose growth rescue, hits mostly activators. AID 1347071, 2019. actives 0.063% (n = 410,000); further: potency means the concentration at half of the fitted maximal effect; nearly all actives have a fitted effect of over 55% in size
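Yeast growth medium received pinned compounds, then yeast cells expressing toxic A-beta were added; plates incubated at 30 C for 48 hr. Growth read as absorbance at 600 nm, normalized to DMSO and equimolar FeCl3 plus clioquinol controls.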
GLP1R inv ag – qHTS of GLP-1 Receptor Inverse Agonists (Inhibition Mode) | Glucagon-like peptide 1 receptor (Homo sapiens), P43220 | HEK293 GLP-1R CRE-luciferase, luminescence, 24 h; GLP-1R form is constitutively active | Potency, µM (highest dose often 38.3 µM), for inactives: at the top dose activity change, negative = inhibition, most hits filed as inhibitors | actives 1.6% (n = 410,000); further: potency means the concentration at half of the fitted maximal effect; on the % scale 0 is the no-effect control and ±100 the full control effect; nearly all actives have a fitted effect of over 55% in size
Target sequence (P43220 whole entry, looked up): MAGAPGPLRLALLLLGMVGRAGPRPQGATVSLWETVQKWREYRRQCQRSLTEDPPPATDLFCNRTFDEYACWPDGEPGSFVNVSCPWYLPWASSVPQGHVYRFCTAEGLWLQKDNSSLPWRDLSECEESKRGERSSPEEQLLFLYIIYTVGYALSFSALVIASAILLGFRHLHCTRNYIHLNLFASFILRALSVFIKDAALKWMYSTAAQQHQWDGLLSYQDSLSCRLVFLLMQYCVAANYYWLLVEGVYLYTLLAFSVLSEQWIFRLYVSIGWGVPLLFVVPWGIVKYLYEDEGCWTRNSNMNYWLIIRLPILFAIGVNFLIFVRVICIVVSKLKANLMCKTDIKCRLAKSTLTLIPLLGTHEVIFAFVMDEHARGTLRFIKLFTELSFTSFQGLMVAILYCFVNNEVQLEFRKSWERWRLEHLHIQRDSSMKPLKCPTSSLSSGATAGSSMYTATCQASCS
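GLP-1R inverse agonism mode: basal reporter luminescence in engineered HEK293 cells measured after one day of compound exposure at 37 deg C, with a 12 min room-temperature detection step.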
PTHR1 agonist – qHTS for PTHR1 Agonists: Primary Screen. Parathyroid hormone/parathyroid hormone-related peptide receptor (Homo sapiens), Q03431. HEK293 GP2 PTHR1 cells, GloSensor cAMP luminescence, 1 h. Potency, µM (titrated, usually from 115 µM), without a hit: at the top dose activation, hits mostly activators. actives 0.075% (n = 410,000). AID 743266, 2014; further: potency means the concentration at half of the fitted maximal effect; nearly all actives have a fitted effect of over 55% in size; some results filed as inactive show a strong effect at the top dose; inactives centre near -15; many of its hits are not listed in these tables
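HEK-293-derived GP2 cells expressing PTHR1 and a GloSensor cAMP reporter, 3,000/well, plated overnight, given luciferin plus IBMX (each 0.5 mM as added) for 1 h at 37 °C, then compound for 1 h at 37 °C. Luminescence was read after 15 min at room temperature.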
D3 antag – qHTS of D3 Dopamine Receptor Antagonist: qHTS | actives 2.5% (n = 360,000) | max response, negative = inhibition, % | AID 652054, 2013 | D3R cells, DiscoveRx beta-arrestin luminescence, antagonist mode; hits give low values; in the data active means max response below about -50%; inconclusive means no clear call, values can overlap the other calls; further: on the % scale 0 is the no-effect control and ±100 the full control effect; mostly tested at two doses, the higher about 12 µM
Target sequence (P35462 whole entry, looked up): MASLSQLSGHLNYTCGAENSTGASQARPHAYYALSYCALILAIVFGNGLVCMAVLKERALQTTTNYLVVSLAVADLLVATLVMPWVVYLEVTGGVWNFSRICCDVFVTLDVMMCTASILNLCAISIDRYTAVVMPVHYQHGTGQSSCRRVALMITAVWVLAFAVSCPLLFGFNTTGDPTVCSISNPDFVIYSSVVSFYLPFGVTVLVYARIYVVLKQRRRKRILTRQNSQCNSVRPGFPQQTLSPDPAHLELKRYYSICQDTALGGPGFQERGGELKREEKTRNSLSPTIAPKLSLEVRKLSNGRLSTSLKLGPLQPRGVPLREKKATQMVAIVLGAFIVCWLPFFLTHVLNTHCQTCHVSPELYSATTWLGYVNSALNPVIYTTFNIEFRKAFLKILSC
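Cells plated overnight at 1500 cells/well, then exposed to library compounds with dopamine controls for 90 minutes at 37 degrees C. DiscoveRx reagent added for 30–60 minutes at room temperature; luminescence read, quantitative HTS format.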
GLP1R ag – qHTS of GLP-1 Receptor Agonists; Potency, µM (titrated, usually from 45.6 µM), for the others: at the top dose activation, most hits filed as activators; AID 624172, 2012; HEK293 GLP-1R CRE-luciferase, luminescence, 4-6 h; cells express a hypersensitive GLP-1R form; Glucagon-like peptide 1 receptor (Homo sapiens), P43220; actives 0.007% (n = 380,000); further: potency means the concentration at half of the fitted maximal effect; % of control where 0% means no effect
Starred values were filed as active, the others as inactive; i = inactive; ? = inconclusive; / = not tested or not shown; [ ] = remark or other dose. Unless noted, the call rests on the fitted dose curve; in most records, active means well fitted curve in the direction sought with a large enough effect; inconclusive means small, poorly fitted or top-dose-only effect, or another doubt; inactive means no such curve, though single readings can be large; an effect the other way counts as inactive or inconclusive. The list is partial. The share of hits here may be higher or lower than overall.

smiles	TDP-43 yeast inh	aSyn yeast inh	Abeta rescue	GLP1R ag	FUS suppressor	D3 antag	GLP1R inv ag	PTHR1 agonist	pAkt inh
CCOc1ncccc1C(=O)NCC(c1ccco1)N1CCCCC1 (configuration not stated)	21%	-7%	-12%	4%	4%	18	3%	-7%	i
CCc1ccccc1NC(=O)NNC(=O)CCc1ccccc1	15%	3%	8%	9%	11%	1	?	i	i
Cc1c(Cl)cccc1NC(=O)c1cc2nc(-c3ccc4c(c3)OCO4)cc(C(F)(F)F)n2n1	16%	/	-4%	/	-13%	/	7%	i	/
CCOc1cc(C)c(-c2onc(C(F)(F)F)c2-c2csc(C)n2)c(O)c1	-19%	3%	13%	-14%	32%	30	?	i	i
CC(=O)Oc1ccc(N(C(C)=O)S(=O)(=O)c2ccc(C)cc2C)c2ccccc12	11%	7%	8%	6%	?	-1	1%	i	i
Cc1nn(C)c(C)c1NS(=O)(=O)c1ccc(OC(F)(F)F)cc1	2%	1%	-10%	1%	-6%	3	-24%	-19%	i
Cc1ccc(NC(=O)CN2C(=O)CC(c3ccc(C)c(C)c3)=Nc3ccccc32)cc1	?	/	-1%	/	-20%	/	-18%	i	/
COc1ccccc1N1CCN(/N=C/c2cc(OC)c(O)c(OC)c2)CC1	4%	6%	3%	0%	/	-6	3%	i	i
COc1cccc(CNC(=O)c2ccc3c(c2)nc2n3CCC(C)C2)c1 (configuration not stated)	20%	/	-12%	/	-8%	/	21%	i	/
CN(C)/C=N/c1nc2nccc(-c3ccc(Cl)cc3)n2n1	17%	-1%	-4%	7%	16%	6	56%[activator]	i	i
CCC(C(=O)NCCc1ccccc1)n1nc(C)c2sc3ccccc3c2c1=O (configuration not stated)	?	/	?	/	40%	/	?	i	/
CS(=O)(=O)N(CC(=O)NCCSCc1c(F)cccc1Cl)c1ccc2c(c1)OCO2	2%	-1%	-5%	8%	-4%	0	0%	-10%[57.5 µM]	i
CCN(C(=O)CSc1nc2ccccc2c(=O)n1C(C)COC)C1CCS(=O)(=O)C1 (configuration not stated)	0%	-8%	-6%	-1%	-12%	12	32%[activator]	i	i
Cc1cnccc1NC(=O)c1cccs1	18%	2%	9%	-13%	/	0	-6%	-24%	i
Cc1ccc(C)c(OCC(=O)Nc2cc(C)on2)c1	19%	-3%	-11%	3%	1%	-14	14%	-10%	i
Cc1ccc(C(=O)COC(=O)c2cn3ccccc3n2)cc1	16%	-1%	-12%	23%	-25%	11	17%	-40%[inhibitor]	i
Cc1ccc(Cn2nnc3c(=O)n(CC(=O)N4CCN(c5ccccc5)CC4)cnc32)cc1	-21%	-2%	-12%	-1%	3%	-13	-10%	i	i
O=C(CN(Cc1ccco1)C(=O)Cn1nnc(-c2ccc(F)cc2)n1)NC1CCCC1	-9%	1%	8%	17%	13%	15	-13%	i	i
COc1cccc(-c2nc(CS(=O)(=O)CC(=O)NCCc3ccc(C)cc3)c(C)o2)c1	9%	9%	-1%	5%	42%	-13	?	-33%[inhibitor]	/
O=C(CNC(=O)c1ccc(Br)o1)NNC(=O)c1ccccc1	7%	0%	6%	-4%	-2%	6	37%	i	i
COc1ccc(OC)c2[nH]c(=O)c(CCNC(=S)NC(C)(C)C)cc12	0%	0%	-22%	-7%	1%	-7	15%	-25%	i
CCc1nc(SCC(=O)c2ccccc2)c2c(=O)n(C)c(=O)n(C)c2n1	-7%	19%	-13%	7%	7%	23	-15%	-15%	i
O=C(CSCc1ccc(Cl)cc1Cl)Nc1ccccc1C(=O)Nc1ccc(C(=O)O)cc1	-5%	2%	-20%	3%	37%	9	-29%	-20%	i
O=C(c1ccco1)N1CCN(c2ncnc3sc4c(c23)CCC4)CC1	?	12%	-24%	5%	74%	16	-22%	i	i
Cc1cc(C(=O)N2CCCC(C(=O)c3cccc4ccccc34)C2)nc(C)n1 (configuration not stated)	11%	6%	15%	18%	6%	11	8%	-21%	i
Cc1ccc(F)c(Cn2cnc3c(cnn3C(C)(C)C)c2=O)c1Cl	/	/	-9%	29%	25%	/	/	-91%[inhibitor]	/
COC(=O)C1=C(C)N(c2ccc(Cl)cc2)/C(=C/c2ccc(O)cc2)C1=O	-1%	3%	-2%	3%	-3%	0	?	-46%[inhibitor]	i
COC(=O)Cn1c(C)c(/C=C/c2cc[n+](C)cc2)c2ccccc21	16%	1%	2%	6%	-12%	-1	-2%	i	i
Cc1cc(NC(=O)CSCC(=O)N(C)Cc2ccc(Cl)cc2Cl)no1	-11%	18%	-14%	2%	24%	13	-28%	i	i
CC(C)(C)C(=O)Nc1ccc(C(=O)COC(=O)C2=COCCO2)cc1	6%	-8%	0%	-13%	14%	-17	-17%	-15%	i
CN1CCN(c2ccc(NC(=O)c3ccccc3)cc2)CC1	1%	-11%	-2%	-7%	-11%	15	?	-12%	i
Cc1cccc(C(=O)Nc2ccc(CC(=O)O)cc2)c1	-37%[inhibitor]	0%	3%	8%	11%	-15	4%	2%	i
CSc1ncc(C(=O)NCc2ccc(Cl)cc2)c(C(F)(F)F)n1	-17%	/	-32%[inhibitor]	/	35%	/	-9%	i	/
COc1ccc(NC(=O)CN2CCN(CC(=O)Nc3ccccc3Cl)CC2)cc1Cl	4%	0%	-6%	23%	-3%	-11	?	-23%	i
CCC(=O)Nc1nnc(Sc2ccc(N(C)C)cc2)s1	-24%	-9%	-1%	2%	/	-28	0%	i	i
CC1=C(C(=O)Nc2ccccc2)C(c2ccco2)n2ncnc2N1 (configuration not stated)	-16%	0%	12%	1%	13%	16	22%	i	i
O=C(CSc1nc2ccccc2c2c1CCCC2)N1CCOCC1	10µM*	?	-22%	17%	25%	-7	?	-9%	i
CSCC[C@H](NC(=O)C1CCN(S(=O)(=O)c2ccc(C)cc2C)CC1)c1nc2ccccc2[nH]1	-1%	15%	0%	-41%[inhibitor]	/	?	?	-34%	i
Cc1[nH]nc2c1C1(CCN(C(=O)OCc3ccccc3)CC1)C(C#N)=C(N)O2	-4%	-2%	-8%	-3%	21%	7	-4%	-8%	i
COc1ccc(-c2nc(CSc3nc4ncccc4[nH]3)c(C)o2)cc1OC	25%	/	7%	/	26%	/	43%[activator]	-1%	/
COc1cccc(NS(=O)(=O)c2cc(C)ccc2OC)c1	-12%	-4%	-4%	8%	6%	3	?	-2%	i
O=C(c1ccc(S(=O)(=O)N2CCOCC2)cc1)N(c1ccccc1)C1C=CS(=O)(=O)C1 (configuration not stated)	-28%	-11%	11%	-2%	1%	1	-9%	13%[57.5 µM]	i
CCN(CC)C(=O)Cn1cc(S(=O)(=O)CC(=O)NCc2ccc(C)cc2)c2ccccc21	6%	-4%	1%	23%	14%	0	23%	-4%	i
COc1ccccc1NC(=O)Nc1nnc(Cc2ccc(F)cc2)s1	18%	5%	-5%	-2%	-9%	0	?	-9%	i
OC1(c2ccccc2)c2ccccc2-c2ncccc21 (configuration not stated)	-5%	2%	-7%	0%	-2%	2	-21%	i	i
COc1ccc(/C(C)=N/NC(=O)CNC(=O)c2ccco2)cc1	-18%	-4%	-9%	8%	-9%	-3	0%	i	i
CS(=O)(=O)n1nc(C(=O)N2CCOCC2)nc1N	-26%	2%	-16%	2%	/	33	6%	i	i
S=c1nc(C2CC2)n(-c2ccccc2)[nH]1	-11%	2%	4%	5%	7%	-16	15%	-11%	i
CN(CCOc1ccc(Cl)c(Cl)c1)Cc1ccccc1	0%	1%	4%	5%	-18%	-93*	?	-55%[inhibitor]	i
O=C(O)COc1ccc(/C=N/NC(=O)c2ccccc2Br)cc1	-14%	-6%	-17%	0%	17%	-4	6%	i	i
CCNC(=S)Nc1ccc(C)c(S(=O)(=O)Nc2ccccc2OC)c1	-10%	0%	-7%	20%	9%	2	?	-15%	i
COc1ccc2[nH]c(=O)c(CN(CCO)S(=O)(=O)c3ccc(C)cc3)cc2c1	11%	0%	5%	8%	-34%	26	1%	-16%	i
O=C(NCCc1c[nH]c2ccccc12)C(=O)NCC(c1ccco1)N1CCN(c2ccccc2F)CC1 (configuration not stated)	-18%	1%	-8%	-1%	19%	-17	?	-7%	i
CCc1nc2nc(C)cc(Nc3cccc(C)c3C)n2n1	28%	/	-1%	/	11%	/	6%	-56%[inhibitor]	/
CC[N+](CC)(CCO)CCCN1C(=O)C2CC=C(Cl)CC2C1=O (configuration not stated)	21%	11%	-11%	1%	-2%	0	11%	i	?
O=c1cc(-c2ccccc2)oc2cc(O)ccc12	2%	-6%	-3%	2%	-27%	7	1%	i	i

High-throughput results (PubChem BioAssay)
